# Screening results as filed in PubChem.
# Pf apPOL block – Pf-apPOL inhibitors, biochemical, fluorescence. Recombinant Pf-apPOL, molecular beacon fluorescence, 1.5 h. inhibition, % at 10 µM. actives 0.25% (n = 210,000). AID 1794808, 2022
# mHTT-CaM PPI inh – mutant huntingtin-calmodulin interaction inhibitors – biochemical, AlphaScreen, primary screen; actives 3.6% (n = 190,000); AlphaScreen His-mHTT/GST-CaM binding, luminescence; inhibition, % at 15 µM; P42858; AID 1671202, 2021;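 note: 0% = both proteins with DMSO and 100% = one protein alone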
# An asterisk follows results filed as active; · = no result given; & = joins results of further samples. Cut-off read from the data, not from the text of the source: active = inhibition above about 50%; inactive = the rest. Not all compounds are listed. The share of hits here may be higher or lower than overall.
# Values run as follows: Pf apPOL block | mHTT-CaM PPI inh
1	COc1cc(OC)cc(C(=O)N2CCC3(C2)C(=O)Nc2ccc(OC)cc23)c1 (stereo unspecified)
  -2.7 | -1.9
2	COc1ccc(C2NCCc3[nH]cnc32)c(OC)c1 (stereo unspecified)
  -5.9 | -3.9
3	CCN(CC)c1ccc(CN2CCN(c3ccccc3)CC2)cc1
  0.4 | 50.9*
4	COc1ccc(C2C(C(=O)N3CCC4(CC3)OCCO4)CC(=O)N2c2ccc(OC)cc2)cc1 (stereo unspecified)
  -1.4 | -4.0
5	O=c1cccc2n1CC1CC2CN(C(=S)NCCc2ccccc2)C1 (stereo unspecified)
  -2.8 | -7.5
6	Cc1noc(C2CCNCC2)n1
  · | -3.5
7	N#CC1=C(N)Oc2c(c(=O)oc3ccccc23)C1c1ccc([N+](=O)[O-])s1 (stereo unspecified)
  -4.9 | 9.0
8	CCN(CC)Cc1c[nH]c2ccccc12
  -3.5 | 22.6
9	Nc1cc(N2CCNCC2)c([N+](=O)[O-])cc1Cl
  0.3 | 5.0
10	CSc1ccccc1NC(=O)c1ccc(N2CC3CC(C2)c2cccc(=O)n2C3)c(N)c1 (stereo unspecified)
  3.1 | 11.0
11	O=Cc1nc2ccccc2n1Cc1ccc(Cl)cc1Cl
  -5.7 | 95.4*
12	COc1ccc(Br)cc1CN1CCN(C)CC1
  -5.6 | 1.3
13	c1cncc(CN2CCN(C3CC4CCC3C4)CC2)c1 (stereo unspecified)
  2.4 | 4.4
14	Cc1cc(C)n2c(Br)c(CN3CC4CC(C3)c3cccc(=O)n3C4)nc2n1 (stereo unspecified)
  -2.3 | 3.0
15	Cc1cc(C)cc(NC(=O)C(Cl)(Cl)Cl)c1
  -8.8 | -24.1

# Given as tab-separated lines: entries from further up
no.	SMILES	Pf apPOL block	mHTT-CaM PPI inh
8	CCN(CC)Cc1c[nH]c2ccccc12	-3.5	22.6
9	Nc1cc(N2CCNCC2)c([N+](=O)[O-])cc1Cl	0.3	5.0
10	CSc1ccccc1NC(=O)c1ccc(N2CC3CC(C2)c2cccc(=O)n2C3)c(N)c1 (stereo unspecified)	3.1	11.0
11	O=Cc1nc2ccccc2n1Cc1ccc(Cl)cc1Cl	-5.7	95.4*
12	COc1ccc(Br)cc1CN1CCN(C)CC1	-5.6	1.3
13	c1cncc(CN2CCN(C3CC4CCC3C4)CC2)c1 (stereo unspecified)	2.4	4.4

# Later entries:
# Values run as follows: Pf apPOL block | mHTT-CaM PPI inh
16	O=C(Nc1nc(CC(=O)N2CCN(Cc3ccc4c(c3)OCO4)CC2)cs1)C1CC1
  -9.5 | -17.4
17	COCCN1CCC(N2CCCN(C(=O)COc3ccccc3C)CC2)C1=O (stereo unspecified)
  -3.8 | 6.0
18	O=C(CN1C(=O)c2ccccc2C1=O)Nc1ccc(Cl)cc1C(=O)c1ccccc1
  29.0 | 0.0
19	CN(C)c1ccc2c(C(F)(F)F)cc(=O)oc2c1
  · | -41.5
20	CCOc1ccc(CN2CCN(c3ccc(F)cc3)CC2)cc1
  -8.0 | -0.9
21	COc1ccc2c(c1)C1(CCN(S(=O)(=O)c3cc(F)ccc3C)C1)C(=O)N2 (stereo unspecified)
  -7.1 | 18.6
22	CC(O)CNCCNc1ccc([N+](=O)[O-])c2cccnc12 (stereo unspecified)
  1.9&5.6 | 15.0&17.9
23	COc1cc2c3c(c1OC)-c1cc(O)ccc1CC3NCC2 (stereo unspecified)
  4.8 | -0.8
24	CCC1(CCC(C)C)C(=O)NC(=O)NC1=O
  -4.3 | -0.6
25	O=C1CCCC2=C1C(c1cccnc1)Nc1ccccc1N2 (stereo unspecified)
  2.9 | 2.0
26	CCCN1CCC(=O)N([C@H](CO)Cc2ccccc2)CC1
  -3.3 | -3.0
27	CC[S+](CC)c1c(O)n(Cc2ccc(F)cc2)c(=O)[nH]c1=O
  -3.7 | 0.1
28	Cc1ccsc1CN1CCN(C)CC1
  -1.3 | -1.8
29	CCc1ccc(CN2CCN(c3ccccc3C)CC2)cc1
  -7.5 | -15.3
30	CCc1ccc(CN2CCCCC2c2cccnc2)cc1 (stereo unspecified)
  0.1 | -12.9

# Part of the list above in another layout:
no. | mol | Pf apPOL block | mHTT-CaM PPI inh
14 | Cc1cc(C)n2c(Br)c(CN3CC4CC(C3)c3cccc(=O)n3C4)nc2n1 (stereo unspecified) | -2.3 | 3.0
15 | Cc1cc(C)cc(NC(=O)C(Cl)(Cl)Cl)c1 | -8.8 | -24.1
16 | O=C(Nc1nc(CC(=O)N2CCN(Cc3ccc4c(c3)OCO4)CC2)cs1)C1CC1 | -9.5 | -17.4
17 | COCCN1CCC(N2CCCN(C(=O)COc3ccccc3C)CC2)C1=O (stereo unspecified) | -3.8 | 6.0
18 | O=C(CN1C(=O)c2ccccc2C1=O)Nc1ccc(Cl)cc1C(=O)c1ccccc1 | 29.0 | 0.0

# The listing picks up with the four entries that preceded the break.
# Values run as follows: Pf apPOL block | mHTT-CaM PPI inh
27	CC[S+](CC)c1c(O)n(Cc2ccc(F)cc2)c(=O)[nH]c1=O
  -3.7 | 0.1
28	Cc1ccsc1CN1CCN(C)CC1
  -1.3 | -1.8
29	CCc1ccc(CN2CCN(c3ccccc3C)CC2)cc1
  -7.5 | -15.3
30	CCc1ccc(CN2CCCCC2c2cccnc2)cc1 (stereo unspecified)
  0.1 | -12.9
31	CCOC(=O)[C@]12Cc3cc(OC)ccc3[C@H]1N(C1CCCCC1)C(=O)c1ccccc12
  0.0 | -13.1
32	O=C(CC(O)C(Cl)(Cl)Cl)c1ccccc1 (stereo unspecified)
  -1.3 | -7.2
33	COc1cc(CNCCc2ccccc2F)c([N+](=O)[O-])cc1OC
  -0.5 | 29.3
34	CN1CCN(Cc2ccccc2)CC1
  -0.7 | -0.3
35	CC(O)(CS(=O)(=O)c1ccc(F)cc1)C(=O)Nc1ccc(C#N)c(C(F)(F)F)c1 (stereo unspecified)
  17.0 | ·
36	Fc1ccccc1C1CC(c2cccnc2)Nc2ncnn21 (stereo unspecified)
  -4.5 | 0.0
37	CN(C)C(=O)Oc1ccc2c(c1)OC(=Cc1cccs1)C2=O
  1.2 | 26.1
38	O=C(Nc1ccc(F)cc1)N1CC2CC(C1)c1cccc(=O)n1C2 (stereo unspecified)
  6.1&-4.8 | 1.0&-5.2
39	Clc1cccc(-n2nnnc2C2(N3CCOCC3)CCCCC2)c1
  -0.3 | 0.0
40	CCCN1CCC(N2CCCCCCC2)CC1
  -0.2 | -3.0
41	CCN1CCN(Cc2cccnc2)CC1
  -4.7 | -4.5
42	CCCCCCCCc1[se]c2ccccc2c1Br
  -3.8 | -34.8
43	O=C(C1CCN(S(=O)(=O)N2CCCCCC2)CC1)N1CCC2(CC1)OCCO2
  -9.9 | -10.0
44	COc1ccc(C=C2Oc3cc(OC(=O)N(C)C)cc(C)c3C2=O)c(OC)c1OC
  -6.3 | 14.1
45	CCOc1cc(CN(C)CCc2ccc(OC)c(OC)c2)ccc1OC
  4.1 | -5.4
46	Nc1ccc(C2(c3ccc(N)cc3)CCCCC2)cc1
  5.1 | 40.0
47	CC(O)(CN)c1ccccc1 (stereo unspecified)
  -0.6 | -6.9
48	CC1(C)C2CC=C(CN3CCC(O)CC3)C1C2 (stereo unspecified)
  0.5 | 2.3
49	O=C1NC(=O)C(=CC2CC=CCC2)C(=O)N1 (stereo unspecified)
  13.9 | ·
50	O=C1OC(c2cncc(Br)c2)=N/C1=C\c1cccs1
  0.8 | 0.0
51	Cc1ccccc1CN1CCN(c2cccc(C)c2C)CC1
  -26.9 | -32.0
52	Cc1cccc(-n2c(C)nc3cc(C(=O)N4CCC5(CC4)OCCO5)ccc32)c1
  44.3 | 6.0
53	O=[N+]([O-])c1ccc(N2CCN(Cc3c(F)cccc3F)CC2)cc1
  3.1 | 21.0
54	COc1cccc(CN2CCN(C)CC2)c1
  -12.0 | -6.2
55	CCOc1cc(CN2CCN(CC)CC2)ccc1O
  -0.9 | -1.2
56	Cc1ccc(Cl)cc1-n1c(C)cc(C=C2C(=O)NC(=O)NC2=O)c1C
  15.3 | 50.0
57	O=C(c1ccc2c(c1)ncn2C1CCCCCC1)N1CCC2(CC1)OCCO2
  -17.0 | 2.0
58	COc1ccc(C=C[N+](=O)[O-])cc1
  -0.2 | ·
59	Cc1ccc2c(c1)c1ncnc3c1n2-c1cc(C#N)c(C#N)cc1S3
  1.2 | 0.0
60	O=C(c1cc(Sc2cccc(Cl)c2)nc2ccccc12)N1CCC2(CC1)OCCO2
  -5.8 | -11.0
61	COc1cccc(CN2CCN(c3ccccc3)CC2)c1
  7.1 | 3.8
62	O=c1cccc2n1CC1CNCC2C1 (stereo unspecified)
  -2.3 | -1.6
63	COc1ccccc1N1CCN(Cc2ccc(C(C)C)cc2)CC1
  -3.2 | -4.4
64	CCCC12CN3CC(C)(CN(C1)C3(C)CC)C2=O (stereo unspecified)
  -3.5 | -12.0
65	Fc1ccc(C(OCCN2CCN(CCCc3ccccc3)CC2)c2ccc(F)cc2)cc1
  2.9 | ·
66	N#CC(=Cc1cnc[nH]1)S(=O)(=O)c1ccc(Cl)cc1
  2.6 | ·
67	COc1cccc(N2CCN(Cc3cccc(Br)c3)CC2)c1
  4.1 | 20.5
68	O=C(Cc1cccs1)N1CCN(Cc2nc(-c3ccc(Cl)cc3)cs2)CC1
  -28.9 | 2.8
69	N#CC1=C(N)Oc2c(c(=O)oc3ccccc23)C1c1ccc([N+](=O)[O-])cc1 (stereo unspecified)
  -22.1 | ·
70	COCC#CCN1CCCCC1c1cccnc1 (stereo unspecified)
  -8.9 | ·
71	COc1ccc(/C=C/[N+](=O)[O-])cc1I
  1.4 | 71.9*
